Assay outcomes (PubChem)
Ub-GFP proteasome: Ubiquitin-GFP Assay; Potency, µM (highest dose often 45.9 µM), for inactives: top-dose activation (GFP accumulation), most hits filed as activators; AID 526, 2006; 67,000 tested, under 10 active; Ubiquitin-GFP reporter cells, proteasome inhibition, GFP fluorescence; response scale: untreated = 0%, 10 µM MG-132 = 100%; active means well fitted activation curve with a large enough effect, not every such curve was filed as active; inconclusive means small, poorly fitted or top-dose-only effect, or another doubt; inactive means no such curve, though single readings can be large or run the other way; further: potency means the concentration at half of the fitted maximal effect
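U2OS cells stably expressing ubiquitin(G76V)-GFP, seeded overnight in 0.5% FBS medium, were exposed to compounds (qHTS, 46 uM to 2.9 nM) for 4 hr at 37 °C. GFP-positive cells were counted by laser cytometry (488 ex/515 em), normalized between basal and 10 uM MG-132.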
Hsp90 Hop PPI: qHTS Assay for Disrupters of an Hsp90 Co-Chaperone Interaction | Hsp90 C-terminal peptide / TPR2A (Hop) interaction, human | AlphaScreen TPR2A-His6 binding biotin-Hsp90 C-terminal peptide | Potency, µM (doses to about 57 µM), inactives show at the top dose activity change, negative = inhibition | 71,000 tested, 0.44% active | AID 595, 2007; active means well fitted curve in either direction with a large enough effect; inconclusive means small, poorly fitted or top-dose-only effect, or another doubt; further: potency means the concentration at half of the fitted maximal effect; on the % scale 0 is the no-effect control and ±100 the full control effect; many of its hits are not listed in these tables
Fluorescein fluor: qHTS Assay for Spectroscopic Profiling in Fluorescein Spectral Region | Compound autofluorescence, 480/540 nm, fluorescein-equivalent; hits give high values | max fluorescein-equivalent concentration, M | 59,000 tested, 0.91% active; in the data active means max fluorescein-equivalent concentration above about 10 nM; inconclusive means between about 1.1 nM and that limit
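Compounds (23 nL) in 100 mM Tris pH 8.0, 15 min at room temperature, then fluorescence read at 480 nm excitation/540 nm emission. Signal converted to fluorescein-equivalent concentration from an on-plate fluorescein standard curve.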
Rhodamine autofl: qHTS Assay for Spectroscopic Profiling in Rhodamine Spectral Region; max dye-equivalent concentration, M; Rhodamine-region fluorescence, 547/598 nm, Tris buffer; hits give high values; 59,000 tested, 0.05% active; in the data active means max dye-equivalent concentration above about 11 nM; inconclusive means between about 1.1 nM and that limit
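Compounds in 100 mM Tris buffer, pH 8.0, were incubated 15 min at room temperature, then read at 547 nm excitation and 598 nm emission. Fluorescence was normalized against a per-plate six-point rhodamine standard curve as dye-equivalent concentration.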
DNA Pol III inh: qHTS Assay for Inhibitors of DNA Polymerase III Holoenzyme System; reconstituted DNA polymerase III holoenzyme replication, biochemical; Potency, µM (titrated, usually from 57.1 µM), inactives show top-dose activity change, negative = inhibition; 71,000 tested, 0.25% active; AID 603, 2007; further: potency means the concentration at half of the fitted maximal effect; on the % scale 0 is the no-effect control and ±100 the full control effect
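Reconstituted *E. coli* holoenzyme (0.35 nM Pol III, 1 nM beta, 154 nM SSB, 2 nM primase) was preincubated with compound for 15 min at RT. Synthesis on 1.4 nM ssM13Gori ran 35 min, then was stopped with PicoGreen/EDTA and read as dsDNA fluorescence.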
HBB splicing: qHTS Assay for Modulators of Hemoglobin Beta Chain Splicing; 65,000 tested, 0.06% active; Potency, µM (titrated, usually from 46.1 µM), for inactives: top-dose activation, most hits filed as activators; HBB splicing reporter cell assay, activation; EGFP reporter with mutant IVS2-654 intron; response scale: normalised to 500 nM splice-correcting PNA; further: potency means the concentration at half of the fitted maximal effect; 0% is about no effect
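Compounds were applied for 2 days to HeLa EGFP-654 cells, 500/well in Optimem with 2% FCS. The reporter's EGFP is disrupted by mis-splicing of beta-globin intron IVS2-654. Readout: summed well GFP fluorescence from 488 nm laser scanning; reference was 500 nM antisense […] 654 PNA.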
4MU fluor: qHTS Assay for Spectroscopic Profiling in 4-MU Spectral Region. compound autofluorescence, 340/450 nm, 4-MU equivalents; hits give high values. max dye-equivalent concentration, M. 59,000 tested, 11% active. AID 589, 2007; in the data active means max dye-equivalent concentration above about 10 nM; inconclusive means mostly about 1.1 nM to 9.6 nM
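Compounds in 100 mM Tris, pH 8.0, incubated 15 min at room temperature, then fluorescence read at 340 nm excitation/450 nm emission. Signal converted to 4-MU dye-equivalent concentration using an on-plate six-point 4-MU standard curve.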
HADH2 inhib: qHTS Assay for Inhibitors of HADH2 (Hydroxyacyl-Coenzyme A Dehydrogenase, Type II) | 3-hydroxyacyl-CoA dehydrogenase type-2 (Homo sapiens), Q99714 | recombinant HADH2, NADH fluorescence, beta-hydroxybutyryl-CoA | Potency, µM (doses to about 57.1 µM), for inactives: at the top dose activity change, negative = inhibition, most hits filed as inhibitors | 73,000 tested, 3.4% active | AID 886, 2007; further: potency means the concentration at half of the fitted maximal effect; on the % scale 0 is the no-effect control and ±100 the full control effect; nearly all actives have a fitted effect of over 60% in size; many of its hits are not listed in these tables
Target sequence (Q99714 whole entry, looked up, one chain of several): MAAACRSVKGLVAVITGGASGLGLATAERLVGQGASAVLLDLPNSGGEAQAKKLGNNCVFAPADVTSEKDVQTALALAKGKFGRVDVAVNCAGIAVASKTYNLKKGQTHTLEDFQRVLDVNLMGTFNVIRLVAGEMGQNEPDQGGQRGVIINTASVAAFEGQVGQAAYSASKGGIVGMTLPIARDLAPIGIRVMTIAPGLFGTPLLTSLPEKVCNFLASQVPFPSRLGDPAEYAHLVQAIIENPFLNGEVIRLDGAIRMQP
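His-tagged recombinant enzyme from E. coli, 20 nM, preincubated 15 min RT with compound; reaction started with 1 mM NAD+ and 90 uM beta-hydroxybutyryl-CoA in 100 mM Tris-HCl pH 9.0. NADH fluorescence (ex 360/em 450) read over 4 min; last-minus-first difference.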
TexasRed autofl: qHTS Assay for Spectroscopic Profiling in Texas Red Spectral Region. Compound fluorescence, Texas Red channel, 547/618 nm; hits give high values. max dye-equivalent concentration, M. 59,000 tested, 0.06% active; in the data active means max dye-equivalent concentration above about 10 nM; inconclusive means between about 1.1 nM and that limit
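Compound fluorescence was read after 15 min at room temperature in 100 mM Tris, pH 8.0, using 547 nm excitation and 618 nm emission across a concentration series. It was expressed as Texas Red dye-equivalent concentration from an on-plate standard curve.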
ALOX15 inhib: qHTS Assay for Inhibitors of 15-hLO (15-human lipoxygenase); Polyunsaturated fatty acid lipoxygenase ALOX15 (Homo sapiens), P16050; AID 887, 2007; purified 15hLO-1, xylenol orange hydroperoxide absorbance; Potency, µM (titrated, usually from 57.1 µM), for inactives: top-dose activity change, negative = inhibition, most hits filed as inhibitors; 74,000 tested, 1.4% active; further: potency means the concentration at half of the fitted maximal effect; on the % scale 0 is the no-effect control and ±100 the full control effect; nearly all actives have a fitted effect of over 55% in size
Target sequence (P16050 whole entry, looked up): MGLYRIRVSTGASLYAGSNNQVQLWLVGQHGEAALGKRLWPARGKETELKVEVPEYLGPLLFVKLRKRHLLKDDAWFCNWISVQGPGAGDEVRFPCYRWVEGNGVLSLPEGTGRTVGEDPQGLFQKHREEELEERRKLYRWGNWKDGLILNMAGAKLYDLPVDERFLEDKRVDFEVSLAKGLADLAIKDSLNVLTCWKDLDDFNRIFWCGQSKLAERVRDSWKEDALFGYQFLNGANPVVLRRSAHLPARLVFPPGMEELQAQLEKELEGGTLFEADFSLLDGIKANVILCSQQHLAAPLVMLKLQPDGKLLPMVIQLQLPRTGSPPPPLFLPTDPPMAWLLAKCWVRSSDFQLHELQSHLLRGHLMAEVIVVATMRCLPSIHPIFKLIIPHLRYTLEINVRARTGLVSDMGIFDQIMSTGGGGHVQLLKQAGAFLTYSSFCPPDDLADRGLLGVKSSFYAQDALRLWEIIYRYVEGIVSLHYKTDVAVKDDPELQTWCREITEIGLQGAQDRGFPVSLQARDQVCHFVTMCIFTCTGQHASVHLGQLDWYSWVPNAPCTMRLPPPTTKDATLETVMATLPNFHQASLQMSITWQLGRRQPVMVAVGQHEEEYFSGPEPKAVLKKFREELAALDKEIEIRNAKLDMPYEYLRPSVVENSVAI
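40 nM 15hLO-1 + cpd, 15 min RT; start w/ 50 uM AA (final), 6 min RT; stop/detect w/ 200 uM XO + 300 uM Fe(II) in 50 mM H2SO4, 30 min; A573/A405. Buffer 25 mM Hepes pH 7.5, 0.01% Triton X-100. No-enzyme wells as negative control.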
Epigenetic mod: qHTS Assay for Epigenetic Modulators; 68,000 tested, 0.09% active; Potency, µM (highest dose often 46.1 µM), for inactives: top-dose GFP derepression (activation); AID 597, 2007; mouse C127i GFP locus derepression, cytometry, 30 h; further: % of control where 0% means no effect
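Derepression screen: silenced CMV-GFP reporter in murine C127i cells, 30 h compound incubation at 37 C, washed cells imaged by laser-scanning cytometer to enumerate GFP-expressing objects of 20 to 120 um.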
An asterisk follows results filed as active; i = inactive; u = inconclusive; x = not tested or not shown; [ ] = remark or other dose. Unless noted, the call rests on the fitted dose curve; in most records, active means well fitted curve in the direction sought with a large enough effect; inconclusive means small, poorly fitted or top-dose-only effect, or another doubt; inactive means no such curve, though single readings can be large; an effect the other way counts as inactive or inconclusive.

SMILES	Ub-GFP proteasome	Hsp90 Hop PPI	Fluorescein fluor	Rhodamine autofl	DNA Pol III inh	HBB splicing	4MU fluor	HADH2 inhib	TexasRed autofl	ALOX15 inhib	Epigenetic mod
O=C(COC(=O)c1ccccn1)Nc1cccc(Cl)c1	-2.1%	-18.2%	u	i	-4.7%	-6.0%	i	3.7%	i	8.1%	-1.4%
Cc1cccc(OCc2nnc(SCC(=O)OC3CCCCC3)o2)c1	-1.7%	25.5%	i	i	3.3%	-3.0%	i	-7.3%	u	-4.1%	-1.2%
CCOC(=O)c1cnc2c(C)c(Cl)ccc2c1N1CCOCC1	-4.3%	-2.4%[2.3 µM]	x	x	-2.5%	-0.6%	x	3.0%	x	6.2%	x
COC(=O)c1ccc(-c2nn(C)c(=O)c3ccccc23)cc1	-8.6%	-3.3%[2.3 µM]	x	x	2.0%	-0.1%	x	-6.5%	x	1.7%	x
Cc1oc2c(C)c3oc(=O)c4c(c3cc2c1C)CCC4	-4.6%	1.2%	i	i	-1.3%	0.2%	1.02e-08M*	7.1%	u	-1.2%	-3.2%
COCCCn1c(Cc2ccccc2)nnc1SCC(=O)N1CCCCC1	-1.1%	-1.2%	i	i	-3.6%	0.2%[57.5 µM]	i	0.9%	i	13.1%	-2.3%
Cc1ccc(NC(=O)CSc2nc3c(c(=O)[nH]2)CCC3)cc1C	-14.6%	1.5%	i	i	-5.7%	1.7%	i	2.3%	i	-4.0%	7.5%
Cc1ccc(OCCN2C(=O)OC(C)(C)C2(C)O)cc1 (stereo unspecified)	7.5%	0.9%	i	i	1.6%	-0.8%	i	20.4%	i	3.8%	0.1%
COc1ccc(NC(=O)CS(=O)CC(=O)Nc2ccc(OC)c(OC)c2)cc1 (stereo unspecified)	-3.8%	-2.5%	i	i	-4.6%	0.1%[57.5 µM]	i	-5.2%	i	-1.8%	1.6%
CCSc1nnc2c(n1)OC1(CCCC1)Nc1ccccc1-2	-13.4%	-4.0%	x	x	-4.2%	-0.8%	x	-10.7%	x	-11.1%	0.3%
Cc1oc2c(c1C(=O)NCc1ccccc1)CCCC2	1.0%	-2.2%	i	i	-0.7%	-4.1%	i	-0.8%	u	-0.8%	9.7%
CC(C)CCn1nnnc1C(c1ccccc1)N1CCC(C(N)=O)CC1 (stereo unspecified)	2.5%	-0.9%	i	i	-2.9%	x	i	-6.7%	u	-5.4%	-2.7%
Cc1oc(-c2cccc(Cl)c2)nc1CN1CCC(C(=O)NCc2cccnc2)CC1	25.0%	-0.3%	i	i	1.9%	3.8%[1.84 µM]	i	6.4%	i	18.0%	-2.0%
O=C(OC(C(=O)NC1CCCC1)c1ccc(F)cc1)c1ccno1 (stereo unspecified)	-0.1%	-4.9%	i	i	-2.6%	0.7%[57.5 µM]	i	2.8%	i	15.6%	0.0%
COC(=O)c1c(NC(=O)C2CCC2)sc(C(=O)N(C)C)c1C	-3.4%	-5.0%	i	i	-3.9%	-1.7%	i	-21.5%	i	5.8%	1.6%
CCOc1ccccc1NC(=O)C1CC2CCCC(C1)C2=O (stereo unspecified)	9.3%	-3.5%	u	i	-15.3%	0.9%	i	6.9%	i	1.8%	-2.7%
O=C(NCCC(=O)N1CCN(c2ncccn2)CC1)c1ccccc1	-6.5%	-0.4%	u	i	-0.9%	-3.0%	i	-5.8%	u	3.7%	0.0%
c1ccc(-c2ccc(OCCOCCn3cncn3)cc2)cc1	4.4%	-13.8%	i	i	6.1%	1.0%	i	3.0%	i	-22.1%	-1.7%
C=CCNc1nc2c3ccccc3n(C(C)=O)c2s1	-5.1%	-15.2%	u	i	-3.0%	3.2%[57.5 µM]	i	u	i	u	-2.2%
CCOc1ccc(Nc2nc(CC(=O)OC)cc(=O)[nH]2)cc1	1.3%	-3.8%	i	i	2.8%	-0.6%	i	3.0%	i	8.0%	1.6%
CCOc1ccccc1CNC(=O)C1CCCN(c2nc3ccccc3o2)C1 (stereo unspecified)	3.4%	-1.6%	i	i	1.0%	0.4%[57.5 µM]	i	-0.3%	u	-7.3%	6.4%
C=CCn1c(SCCC(=O)O)nnc1-c1cccs1	-6.1%	-0.6%	i	i	-7.9%	0.3%	i	5.2%	i	-5.0%	-0.1%
COc1ccc(NC(C)=O)cc1NC(=O)CSc1nnc(-c2ccccn2)n1C	x	-28.5%	u	i	-5.5%	2.9%[0.369 µM]	i	22.6%	i	-0.5%	-2.1%
COc1ccccc1NC(=O)c1ccc(C)s1	-9.9%	-0.3%	u	i	-8.1%	5.2%	i	-2.8%	i	-0.6%	0.0%
N#CCCn1c(=O)c(-c2ccccc2)nc2cnc(N3CCNCC3)nc21	6.0%	-2.3%	i	i	-5.9%	0.5%	4.88e-07M*	221.6%[activator]	i	-5.3%	0.0%[9.22 µM]
CN(C)S(=O)(=O)c1cccc(C(=O)NCC2CCCO2)c1 (stereo unspecified)	-1.4%	-3.6%	u	i	1.6%	-0.8%	i	13.4%	i	12.5%	3.3%
CC1(C)CC(NS(=O)(=O)c2ccc(S(=O)(=O)N3CCOCC3)cc2)CCO1 (stereo unspecified)	3.9%	-0.9%	u	i	13.3%	2.1%	i	-1.0%	i	3.3%	-2.3%
O=C(O)c1ccncc1.O=C(O)c1ccncc1.[Cl][Pt]([Cl])([Cl])[Cl]	1.1%[9.17 µM]	-0.8%[11 µM]	u	i	1.4%[11.4 µM]	-0.4%[9.22 µM]	i	0.501µM*	i	x	-2.3%[9.22 µM]
COC(=O)N1CCC2(CC1)CN(c1ccc(-c3ccccc3)cc1)C2	1.5%	-5.4%	i	i	-0.2%	3.2%	i	5.9%	i	-5.4%	4.7%[9.22 µM]
Cc1ccc(OCC(O)CN2CCN(CC(O)COC(C)C)CC2)c(C(C)(C)C)c1 (stereo unspecified)	2.8%	-2.8%	i	i	-4.6%	0.3%	i	-3.3%	u	-6.6%	2.6%
Cc1[nH]c(C)c(C(=O)O)c1CNC1CCCCC1C (stereo unspecified)	7.1%	-2.4%	i	i	-0.6%	2.1%	i	8.7%	i	0.1%	0.0%
COc1cc(NC(=O)c2ccco2)c(OC)cc1NC(=O)c1cc(OC)c(OC)c(OC)c1	2.8%	-6.3%	i	i	-2.4%	x	7.14e-08M*	-20.4%	u	2.6%	1.2%
CC(C)(C)n1ncc2c(=O)n(CC(=O)Nc3ccc4c(c3)OCCO4)cnc21	-6.3%	0.8%	i	i	-4.7%	5.4%	i	5.4%	i	-0.9%	3.4%
CCOC(=O)C1=C(C)Nc2ncnn2C1c1c[nH]c2ccccc12 (stereo unspecified)	11.3%	u	i	i	13.6%	0.9%	i	16.8%	i	5.4%	0.0%
Cc1nc2ccccc2c2nc(NC(=O)Cc3ccccc3)nn12	-0.5%	2.2%	i	i	-2.5%	0.4%	i	-6.2%	i	-0.3%	5.9%
COc1cc2nc(C3CCC3)n(NC(=O)COc3ccccc3)c(=O)c2cc1OC	2.3%	0.0%	i	i	0.3%	-0.1%[57.5 µM]	i	8.0%	i	6.5%	-2.9%
Nc1scc(-c2ccncc2)c1Cl	-0.8%	-10.9%	u	i	3.7%	0.5%[57.5 µM]	i	-12.2%	i	-12.2%	-2.4%
O=C1c2ccccc2C(=O)N1Cc1nc(-c2ccncc2)no1	-1.3%	2.7%	i	i	-7.6%	-0.9%	i	-1.2%	u	-7.3%	-2.1%
O=C(CCCn1c(=O)[nH]c2ccccc2c1=O)N1CCN(c2ccccn2)CC1	2.9%	-6.8%[2.3 µM]	x	x	-0.6%	0.0%	x	7.3%	x	9.7%	x
CS(=O)(=O)N(CCc1ccccc1)CC(=O)NCc1ccc2c(c1)OCO2	-3.9%	-3.2%	i	i	0.9%	0.4%	i	4.8%	i	6.3%	0.0%
O=C(CN1C(=O)C2C3C=CC(C3)C2C1=O)Nc1ccc2c(c1)OCCO2 (stereo unspecified)	-2.7%	1.6%	i	i	1.8%	-0.2%	i	-1.1%	i	0.4%	-0.4%
S=c1nc(C2CCCCC2)[nH][nH]1	1.2%	2.5%	i	i	0.3%	x	i	u	i	-13.8%	0.0%

A portion of the library. The share of hits here may be higher or lower than overall.
